KCNH2 3.1 block = qHTS for Inhibitors of KCHN2 3.1: Mutant qHTS | AID 720553, 2013 | U2OS KCNH2 3.1, thallium flux FluxOr; active compounds read low | activity change, % (tested at about 1.8 µM) | 340,000 compounds, 0.95% hits | Potassium voltage-gated channel subfamily H member 2, brain isoform KCNH2 3.1 (human);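 active means maximum activity change below -70%; inconclusive means maximum activity change from -70% to -50%; inactive means maximum activity change above -50%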;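 further: thallium influx rate constant from kinetic fluorescence after stimulation buffer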
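We transduce U2OS cells with the mutant 3.1 virus, culture them overnight, load FluxOr with Red40 quencher for 45 min, then add stimulation buffer and read kinetically for 2 min to derive a normalized rate constant.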
Starred values were filed as active, the others as inactive; ? = inconclusive. On the % scale 0 is the no-effect control and ±100 the full control effect. A portion of the library. The share of hits here may be higher or lower than overall.

SMILES	KCNH2 3.1 block
COC1OC2COC(c3ccccc3)OC2C2OC(c3ccccc3)OC12 (centres undefined)	-14.8
CCOC(=O)N1CCN(C(=O)CCN2C(=O)/C(=C\c3ccc(OC)c(OC)c3)SC2=S)CC1	2.1
CC(C)COC(=O)N(C)C[C@H]1OCc2cn(nn2)CCCC(=O)N([C@H](C)CO)C[C@@H]1C	4.0
CC(C)CCN1CCC[C@]2(N[C@H](c3ccccc3)[C@@H]3C(=O)N(Cc4ccccc4)C(=O)[C@@H]32)C1=O	-4.0
CCOC(=O)C1(C(=O)OCC)COC(=O)C1CN1Cc2cc3ccccc3nc2C1 (centres undefined)	-2.3
COc1ccc(S(=O)(=O)N(C)C[C@@H]2OCc3cn(nn3)CCCC(=O)N([C@@H](C)CO)C[C@H]2C)cc1	-4.4
CC(C)/C=C/C(=O)N1CCC(N2CCC(C(=O)NCC3CCCO3)CC2)CC1 (centres undefined)	7.7
COc1ccccc1CN(C)C[C@H]1OCc2cnnn2CCCC(=O)N([C@H](C)CO)C[C@@H]1C	-5.9
Cc1cc(NC(=O)c2ccc(OCC3CCCO3)cc2)ccc1Br (centres undefined)	-7.2
COc1ccc(C)cc1-n1c(SCC(=O)N2CCOCC2)nc2ccccc2c1=O	-7.8
C[C@@H]1CN([C@H](C)CO)C(=O)CCCn2nncc2CO[C@H]1CN(C)Cc1cccc(O)c1	0.2
COc1ccc(CN(C)CCCn2cnc3c(OC)ncnc32)cc1OC	15.1
C[C@@H]1CN([C@H](C)CO)C(=O)CCCn2nncc2CO[C@H]1CN(C)C(=O)Nc1ccnc(N2CCOCC2)c1	1.0
CCOC(=O)Nc1ccc(S(=O)(=O)N2CCC(c3nc4ccccc4[nH]3)CC2)cc1	-8.2
COc1cccc(-c2cc3nc(C)c(C)c(N4CCN(C(=O)c5ccoc5)CC4)n3n2)c1	0.5
COc1cccc(NC(=S)NC2CC(C)CC(C)(C)C2)c1 (centres undefined)	12.1
CC(=O)N1CCN(S(=O)(=O)c2cccc(C(=O)NC3CCCC(C)C3C)c2)CC1 (centres undefined)	-6.8
CSCCC(NC(=O)c1ccccc1Cl)C(=O)NCCOc1ccc(C)cc1 (centres undefined)	-14.0
O=C(OCc1ccccc1)N1CCC2CC1c1ccc(Cl)cc12 (centres undefined)	3.0
CCCC(=O)NC(c1cccc([N+](=O)[O-])c1)c1ccc2cccnc2c1O (centres undefined)	-8.0
COCOCCn1cc(CN2CCS(=O)(=O)N(Cc3ccc(-c4ccc(Cl)c(Cl)c4)cc3)C(C)C2=O)nn1 (centres undefined)	1.4
O=C(c1ccc2c(c1)OCCO2)N1CCN(c2ccc(C(F)(F)F)cn2)CC1	0.3
COc1cc(C(=O)NN=Cc2ccc(N(C)C)cc2)cc(OC)c1OC	-8.7
COc1ccc([C@H]2N[C@]3(CCCN(Cc4ccc(Cl)cc4)C3=O)[C@H]3C(=O)N(Cc4ccccc4)C(=O)[C@@H]23)cc1	-11.2
COCCNC(=O)CSc1nc(N)c(NC(=O)c2ccco2)c(=O)[nH]1	-4.9
COc1ccc(CN2C(=O)C(CC(=O)NC3CCCC3)CC(C(=O)N(C)C)=C2C)cc1 (centres undefined)	13.4
COc1ccccc1-c1ccc2c(c1)O[C@@H](CN(C)C(=O)c1ccncc1)[C@H](C)CN([C@@H](C)CO)S2(=O)=O	6.4
COc1ccc(C)cc1Nc1ncnc2c1nnn2Cc1ccccc1Cl	-7.6
Cc1ccccc1CSCC1Nc2ccc(C(=O)NCCc3ccccc3)cc2NC1=O (centres undefined)	-5.5
O=C(CCc1c[nH]c2ccccc12)OCC(=O)c1ccccc1	-5.2
CC1(C)CN(C2CCCCC2)C(=O)[C@H]1CC(=O)Nc1ccc(Br)cc1	8.8
Cc1ccc(NC(=O)C(C)Sc2nnc3n2CCCCC3)cc1S(=O)(=O)N1CCOCC1 (centres undefined)	-0.9
O=C(C1CCCCC1)N1C[C@@H](O)[C@H](n2cc(-c3ccc(F)cc3)nn2)C[C@@H]1c1ccc(Cl)cc1	-19.8
Cc1ccc(S(=O)(=O)N(C)C[C@H]2OCCCC[C@@H](C)Oc3ccc(NC(=O)Cc4ccccc4)cc3C(=O)N([C@H](C)CO)C[C@@H]2C)cc1	6.7
Cc1cc(C)n(-c2ccc(C(=O)N3CCN(S(=O)(=O)c4ccc(Br)cc4Cl)CC3)cc2)n1	-12.1
CCCCn1c(NCc2cc(C)ccc2O)nc2ccccc21	-4.9
C[C@H](CO)N1C[C@H](C)[C@H](CN(C)C(=O)c2ccccc2)Oc2cc(Br)ccc2S1(=O)=O	2.3
C[C@@H]1CN([C@@H](C)CO)C(=O)CCCn2nncc2CO[C@H]1CN(C)C(=O)Nc1ccc2c(c1)OCO2	9.8
COc1cccc(CN2C(=NC(=O)C3CCCO3)SC3CS(=O)(=O)CC32)c1 (centres undefined)	3.3
CCC(Sc1nc2ccsc2c(=O)n1CCC(=O)O)C(=O)Nc1ccc(Cl)cc1 (centres undefined)	14.2

Reformatted: entries from further up.
molecule,KCNH2 3.1 block
COC1OC2COC(c3ccccc3)OC2C2OC(c3ccccc3)OC12 (centres undefined),-14.8
CCOC(=O)N1CCN(C(=O)CCN2C(=O)/C(=C\c3ccc(OC)c(OC)c3)SC2=S)CC1,2.1
CC(C)COC(=O)N(C)C[C@H]1OCc2cn(nn2)CCCC(=O)N([C@H](C)CO)C[C@@H]1C,4.0
CC(C)CCN1CCC[C@]2(N[C@H](c3ccccc3)[C@@H]3C(=O)N(Cc4ccccc4)C(=O)[C@@H]32)C1=O,-4.0
CCOC(=O)C1(C(=O)OCC)COC(=O)C1CN1Cc2cc3ccccc3nc2C1 (centres undefined),-2.3
COc1ccc(S(=O)(=O)N(C)C[C@@H]2OCc3cn(nn3)CCCC(=O)N([C@@H](C)CO)C[C@H]2C)cc1,-4.4
CC(C)/C=C/C(=O)N1CCC(N2CCC(C(=O)NCC3CCCO3)CC2)CC1 (centres undefined),7.7
COc1ccccc1CN(C)C[C@H]1OCc2cnnn2CCCC(=O)N([C@H](C)CO)C[C@@H]1C,-5.9
Cc1cc(NC(=O)c2ccc(OCC3CCCO3)cc2)ccc1Br (centres undefined),-7.2
COc1ccc(C)cc1-n1c(SCC(=O)N2CCOCC2)nc2ccccc2c1=O,-7.8
C[C@@H]1CN([C@H](C)CO)C(=O)CCCn2nncc2CO[C@H]1CN(C)Cc1cccc(O)c1,0.2
COc1ccc(CN(C)CCCn2cnc3c(OC)ncnc32)cc1OC,15.1
C[C@@H]1CN([C@H](C)CO)C(=O)CCCn2nncc2CO[C@H]1CN(C)C(=O)Nc1ccnc(N2CCOCC2)c1,1.0
CCOC(=O)Nc1ccc(S(=O)(=O)N2CCC(c3nc4ccccc4[nH]3)CC2)cc1,-8.2
COc1cccc(-c2cc3nc(C)c(C)c(N4CCN(C(=O)c5ccoc5)CC4)n3n2)c1,0.5
COc1cccc(NC(=S)NC2CC(C)CC(C)(C)C2)c1 (centres undefined),12.1
CC(=O)N1CCN(S(=O)(=O)c2cccc(C(=O)NC3CCCC(C)C3C)c2)CC1 (centres undefined),-6.8
CSCCC(NC(=O)c1ccccc1Cl)C(=O)NCCOc1ccc(C)cc1 (centres undefined),-14.0
O=C(OCc1ccccc1)N1CCC2CC1c1ccc(Cl)cc12 (centres undefined),3.0
CCCC(=O)NC(c1cccc([N+](=O)[O-])c1)c1ccc2cccnc2c1O (centres undefined),-8.0

Later entries:
SMILES	KCNH2 3.1 block
O=C(CSc1nnc(-c2ccncc2)n1C1CC1)c1cccs1	-3.8
COc1ccc(-n2c(SCC(=O)NCC3CCCO3)nc3ccccc3c2=O)cc1Cl (centres undefined)	1.0
CCN(CC)C(=O)C1=C(C)N(Cc2ccc(OC)cc2)C(=O)C(CC(=O)NCc2cccs2)C1 (centres undefined)	1.7
Nc1ccc(Cl)cc1C(=O)c1ccc[nH]1	4.0
Cc1cccc(S(=O)(=O)N(C)C[C@@H]2OCc3cnnn3CCCC(=O)N([C@H](C)CO)C[C@@H]2C)c1	15.7
Cc1ccc(S(=O)(=O)N(C)c2ccc(C(=O)NCC(c3ccccc3)N3CCCC3)cc2)cc1 (centres undefined)	-1.6
O=P1(O)CC2=C(CC=CC2)C1	3.7
O=C1NC(Cc2ccccc2)c2nc3cc(F)ccc3c(=O)n2-c2cc3ccccc3cc21 (centres undefined)	-10.2
N#CCCn1cc(C(=O)CN2C(=O)NC3(CCc4ccccc43)C2=O)c2ccccc21 (centres undefined)	-1.0
CCN(CC(=O)Nc1cc(Cl)ccc1C)C(=O)C1CCN(c2ncnc3sc(C)c(C)c23)CC1	-31.7
C[C@@H]1CN([C@H](C)CO)C(=O)CCCn2nncc2CO[C@@H]1CN(C)S(=O)(=O)c1ccc2ccccc2c1	-2.7
CC(C)C1C(=O)N(Cc2cn(CCC3OCCCO3)nn2)CCS(=O)(=O)N1Cc1ccc(-c2ccc(Cl)cc2)cc1 (centres undefined)	-2.8
CSc1ncccc1C(=O)NNC(=O)c1csc(N2CCOCC2)n1	12.0
CCN(CC)S(=O)(=O)c1ccc(O)c(C(=O)OCC(=O)N2CCCc3ccccc32)c1	8.7
C[C@@H]1CN([C@H](C)CO)C(=O)c2c(c3ccccc3n2C)-c2ccccc2CO[C@H]1CN(C)Cc1ccc(C(F)(F)F)cc1	-9.0
CCN(CC)C(=O)c1ncn2c1c(=O)[nH]c1ccccc12	-0.3
O=C(c1ccccc1F)N1N=C(C(F)(F)F)CC1(O)c1ccccc1 (centres undefined)	-11.0
C[C@@H]1CN([C@H](C)CO)C(=O)c2cc(Br)cnc2O[C@H]1CN(C)C(=O)Nc1ccc2c(c1)OCO2	-5.1
CC(=O)N1CCN(S(=O)(=O)c2cccc(C(=O)N3CCN(S(=O)(=O)c4c(C)c(C)cc(C)c4C)CC3)c2)CC1	-3.0
Cc1nc(N/N=C/c2cccnc2)cc(N2CCOCC2)n1	-9.8
Cc1nn(C)c2c1NC(=O)CS2	4.5
Cc1c(Cc2ccccc2)[n+](=O)c2ccccc2n1[O-]	?
COc1ccc(CN(C)C(=O)C2CSC3(C)CCC(=O)N23)c(OC)c1 (centres undefined)	17.2
CN(Cc1ccccc1)C(=O)C(=O)c1c[nH]c2ccccc12	-7.6
CC(=O)NC1CC2CCCC(C1)N2C(=O)Nc1c(C)cccc1C (centres undefined)	7.0
CCOC(=O)CCCCCC(=O)Nc1ccc2c(c1)C(=O)N([C@@H](C)CO)C[C@H](C)[C@H](CN(C)S(=O)(=O)c1ccc(OC)cc1)OCCCC[C@H](C)O2	-7.2
CCCCCCN1C[C@@H](O)[C@H](n2cc(COC(=O)c3ccccc3)nn2)C[C@@H]1c1ccc(Cl)cc1	-8.0
C[C@H]1CN([C@@H](C)CO)C(=O)c2cc(Br)cnc2O[C@@H]1CN(C)S(=O)(=O)c1cn(C)cn1	10.6
O=C1NC(Cc2ccccc2)c2nc3ccc(Cl)cc3c(=O)n2-c2cc3ccccc3cc21 (centres undefined)	-12.1
CCN(CC)C(=O)C1=C(C)N(CCCOC)C(=O)C(CC(=O)NC2CC2)C1 (centres undefined)	3.6
CC1=C(C(=O)N2CCOCC2)CC(CC(=O)NC2CCCC2)C(=O)N1Cc1ccc(F)cc1 (centres undefined)	-14.0
CC1=C(C(=O)N(C)C)CC(CC(=O)NCCCCc2ccccc2)C(=O)N1Cc1ccc(F)cc1 (centres undefined)	-1.4
O=C(CN1CCCc2ccccc21)Nc1cccc(S(=O)(=O)N2CCCC2)c1	9.0
C[C@H]1CN([C@@H](C)CO)C(=O)c2cc(Br)cnc2O[C@H]1CN(C)C(=O)c1ccccn1	9.7
C[C@@H]1CN([C@@H](C)CO)C(=O)CCCn2nncc2CO[C@H]1CN(C)Cc1ccc(Cl)c(Cl)c1	-8.7
CCCCCC(=O)N1C[C@H](O)[C@@H](n2cc(C3CC3)nn2)C[C@@H]1c1ccc(OC)cc1	7.0
COc1ccc(OC)c(NC(=O)CCNS(=O)(=O)c2ccc3c(c2)CC(C)N3C(C)=O)c1 (centres undefined)	3.4
Cc1ccc(S(=O)(=O)NN=CC=CC=NNS(=O)(=O)c2ccc(C)cc2)cc1	10.7
CN1OC[C@@H]2CN(S(=O)(=O)c3cccc4ccccc34)[C@H](c3ccc(-c4ccccc4)cc3)C[C@@H]21	2.5
O=C(NCC(=O)N1CCN(Cc2c(F)cccc2Cl)CC1)c1cccs1	-20.6
